ER stress surv: ER stress cell death inhibition; CSM14.1 thapsigargin ER stress survival, ATP luminescence; relative survival (cellular ATP), % at 15 µg/mL (by protocol); 0.33% of 48,000 active;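 active means survival measured by cellular ATP above 50% at 15 µg/ml in the first screen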;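 further: cell death triggered by about 15 µM thapsigargin; ATP read 24 h after thapsigargin was added; plate controls were thapsigargin with DMSO for no effect and DMSO without thapsigargin for full effect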
An asterisk follows results filed as active.

nr	SMILES	ER stress surv
1	COc1cccc(-c2nc(-c3ccc(Cl)cc3Cl)no2)c1	1
2	CCOc1ccccc1/C=N/NC(=O)CSc1nc2ccccc2n1Cc1ccccc1	7
3	CCCCOn1nnc2ccc([N+](=O)[O-])cc21	16
4	Cc1ccc(-n2c(=O)c3c(n4c(=S)[nH]nc24)-c2ccccc2CC32CCCCC2)cc1	33
5	COc1cc(-c2c(C#N)c(N)n3c(nc4ccccc43)c2C#N)ccc1OCc1ccccc1F	-5
6	COc1ccc(CNCc2cccc3ccccc23)cc1OC	-6
7	Cc1cccc(OCc2nnc(NC(=O)Nc3ccc(Cl)cc3)s2)c1C	4
8	CCCn1c(SCc2nc3ccccc3[nH]2)nc2ccccc21	-1
9	O=C(c1ccc(Br)o1)N1CCN(C(c2ccccc2)c2ccccc2)CC1	8
10	CCOC(=O)c1sc(NC(=O)c2cc(Cl)ccc2OC)nc1C	-2
11	C#CCOC(=O)/C(=C/c1ccc(F)cc1)NC(C)=O	0
12	CNC(=O)/C=C1\NC(C)(C)Cc2ccccc21	-21
13	COc1ccc(N2C(=O)c3ccccc3NC2c2ccc(OC)c(CN3C(=O)c4ccccc4C3=O)c2)cc1 (stereo unspecified)	10
14	CCNC(=O)/C(C#N)=C/c1ccc(C(C)(C)C)cc1	4
15	O=C(NCc1ccc2c(c1)OCO2)C1CC(=O)N(c2ccccc2)C1 (stereo unspecified)	4
16	O=C(NCc1ccccc1Cl)C1CC(=O)N(c2cccc([N+](=O)[O-])c2)C1 (stereo unspecified)	4
17	COc1cccc(NC(=O)CN(c2ccccc2)S(=O)(=O)c2ccccc2[N+](=O)[O-])c1	7
18	COc1ccc(-c2nnc(SCC(=O)NN)n2-c2ccccc2)cc1	11
19	COc1ccc(C2Nc3ccc(C(=O)c4ccccc4)cc3NC3=C2C(=O)CC(C)(C)C3)cc1 (stereo unspecified)	2
20	O=c1oc2cc(OCc3ccc([N+](=O)[O-])cc3)ccc2c2c1CCC2	6
21	CCOC(=O)c1c(NC(=O)C2CCCCC2)sc2c1CCC2	-2
22	O=C(COc1ccc([N+](=O)[O-])cc1)Nc1cc(C(F)(F)F)cc(C(F)(F)F)c1	2
23	C=CCOn1c(=O)c(C)[n+]([O-])c2ccccc21	0
24	O=C(Nc1ccc(Cl)c(C(F)(F)F)c1)c1ccccc1Br	9
25	Cc1ccc(C23CC4CC(CC(C(=O)N5CCCC5)(C4)C2)C3)cc1	2

Copied from the list.
O=C(c1ccc(Br)o1)N1CCN(C(c2ccccc2)c2ccccc2)CC1 – ER stress surv = 8
COc1ccc(N2C(=O)c3ccccc3NC2c2ccc(OC)c(CN3C(=O)c4ccccc4C3=O)c2)cc1 (stereo unspecified) – ER stress surv = 10
CCCCOn1nnc2ccc([N+](=O)[O-])cc21 – ER stress surv = 16
COc1ccc(-c2nnc(SCC(=O)NN)n2-c2ccccc2)cc1 – ER stress surv = 11

The listing continues.
nr	SMILES	ER stress surv
26	Cc1ccc(S(=O)(=O)Oc2ccc(/C=C3\SC(=S)NC3=O)cc2Br)cc1	13
27	Cc1ccc(CNC(=O)C(=O)Nc2cc(Cl)ccc2C)cc1	10
28	O=C(O)c1cc(N2C(=O)C=CC2=O)ccc1Cl	7
29	COC(=O)C1=C(C(=O)OC)SC2(S1)C(c1ccccc1)=CSC(C(=O)OC)=C2C(=O)OC	4
30	O=C1S/C(=C/c2ccc(-c3ccc(F)cc3)o2)C(=O)N1c1ccccc1	7
31	Cc1ccc(N2CC(C(=O)NCC3CCCO3)CC2=O)cc1 (stereo unspecified)	6
32	CCOC(=O)N/N=C/C=C/c1ccccc1	0
33	COc1ccc(/C=C2\SC(=S)N(CCCC(=O)Nc3c(C)n(C)n(-c4ccccc4)c3=O)C2=O)cc1	9
34	CC1(C)CC(n2c(=O)c3c(n4cnnc24)-c2ccccc2CC32CCCCC2)CCO1 (stereo unspecified)	7
35	Cc1ccc(/C=C2/SC(=O)N(CNc3ccc(Br)cc3C)C2=O)cc1	0
36	Cc1ccc(OCC(=O)Oc2ccc(Cl)cc2C)cc1C	10
37	CCOc1ccc(C(=O)Nc2ccc(NC(=O)c3ccccc3Cl)cc2)cc1Br	-5
38	CC1=CC(C)(C)N(C(=O)c2ccccc2)c2ccccc21	1
39	O=C1/C(=C\c2cccnc2)SC(=S)N1c1cccc(C(F)(F)F)c1	4
40	C=CCOc1ccc(-c2nc3sc4c(c3c(=O)[nH]2)CCCC4)cc1OC	9
41	CCN(CC)c1ccc(Nc2nc(-c3sc(C)nc3C)cs2)cc1	49
42	CCCOc1ccc(C(=O)Nc2scc(-c3ccc(F)cc3)c2C(=O)OC)cc1	-2
43	COc1ccc(S(=O)(=O)N(CC(=O)Nc2ccc(C(C)=O)cc2)c2ccc(C)cc2)cc1OC	3
44	O=C(NC(=S)Nc1ccc2oc(-c3cccnc3)nc2c1)c1ccc(Cl)cc1	5
45	CC1=C(C(=O)Nc2ccc(Br)cc2)C(c2ccc(C)cc2)NC(=O)N1 (stereo unspecified)	14
46	COc1ccc(-c2cc(C(=O)Nc3ccccc3Cl)c3ccccc3n2)cc1	9
47	O=C1C2ON(c3ccccc3)C(c3ccc(OC(F)F)cc3)C2C(=O)N1c1ccccc1C(F)(F)F (stereo unspecified)	3
48	O=C(NNC(=O)c1cc([N+](=O)[O-])ccc1Cl)c1ccc([N+](=O)[O-])cc1	2
49	Cc1cc(C)n(C(=O)COc2ccc(Br)cc2)n1	8
50	CCNc1ccc2noc3c2c1C(=O)c1ccccc1-3	11
51	O=C(/C=C/c1cc(Br)cs1)Nc1ccccc1[N+](=O)[O-]	3
52	O=C(NCc1cccnc1)C(c1ccccc1)c1ccccc1	25
53	Cc1ccc(CNC(=O)C(=O)NCc2cccnc2)cc1	5
54	COc1cc(CN2CCN(Cc3ccc(Cl)cc3)CC2)cc(OC)c1O	-1
55	CN1C(=O)/C(=N/OC(=O)c2ccccc2F)c2ccccc21	12
56	O=C(COc1ccc(Br)cc1)Nc1ccc(OC(F)(F)F)cc1	2
57	O=C(/C=C/c1ccc(Cl)cc1)Nc1cccc2ccccc12	7
58	Cc1cccc(N2C(=O)NC(=O)/C(=C\c3ccc(O)c(Cl)c3)C2=O)c1	9
59	COc1ccc2oc(=O)c(C(=O)Nc3cccc(Cl)c3)cc2c1	-3
60	O=S(=O)(NC(=S)c1ccccc1)c1ccc(I)cc1	2
61	CC1=C(C(=O)OCC(C)C)C(c2ccsc2)C2=C(CCCC2=O)N1 (stereo unspecified)	1
62	O=C1c2ccc([N+](=O)[O-])cc2C(=O)N1Cc1ccc(Cl)cc1Cl	8
63	COc1cc(C=C2C(=O)N(C)C(=O)N(C)C2=O)ccc1OCCOc1ccc([N+](=O)[O-])cc1	-2
64	Cc1cc(=O)oc2ccc(OCc3ccccc3)cc12	3
65	COc1ccc(CCNC(=O)c2cc(-c3cccc(OC)c3)nc3ccccc23)cc1	-2
66	CC(C)c1ccc(/C=C(\NC(=O)c2ccccc2)C(=O)NCc2ccco2)cc1	0
67	COc1ccc2nc(Nc3nc(C)cc(-c4ccccc4)n3)nc(C)c2c1	-4
68	Cc1cc(N2C(=O)NC(=O)/C(=C\c3ccc(N4CCOCC4)o3)C2=O)ccc1Br	-5
69	CCc1ccccc1NC1=C(Cl)C(=O)N(c2ccc(OC)cc2)C1=O	-4
70	CC(NC(=O)c1ccccc1)c1ccc(Cl)c(Cl)c1 (stereo unspecified)	1
71	CCN(CCN)c1ccc2c(=O)[nH][nH]c(=O)c2c1	1
72	CCCCN1C(=O)/C(=C\c2ccco2)SC1=S	-1
73	O=C(Nc1nc(-c2ccc(-c3ccccc3)cc2)cs1)C1CC1	8
74	N#Cc1c(NC(=O)C2CC2)sc2c1CCCCC2	-5
75	CC(C)c1ccc(/C=C(\NC(=O)c2ccccc2)C(=O)NC2CCS(=O)(=O)C2)cc1 (stereo unspecified)	2

In a second layout: results already given.
9. O=C(c1ccc(Br)o1)N1CCN(C(c2ccccc2)c2ccccc2)CC1
  ER stress surv: 8

43. COc1ccc(S(=O)(=O)N(CC(=O)Nc2ccc(C(C)=O)cc2)c2ccc(C)cc2)cc1OC
  ER stress surv: 3

2. CCOc1ccccc1/C=N/NC(=O)CSc1nc2ccccc2n1Cc1ccccc1
  ER stress surv: 7

Continued.
nr	SMILES	ER stress surv
76	CC1=C(C(=O)Nc2ccc(Br)cc2)C(c2ccc(F)cc2)NC(=S)N1 (stereo unspecified)	-6
77	O=C1c2ccccc2NC(c2ccc(Cl)c(Cl)c2)N1Cc1ccccc1 (stereo unspecified)	-4
78	O=S(=O)(c1ccc2c(c1)Cc1ccccc1-2)N1CCCCC1	25
79	CCCCNC(=O)Cn1nc(C(F)(F)F)cc1C	7
80	O=c1[nH]c(=O)n(-c2ccccc2Cl)c(O)c1C=C1C=CC=N1	-3
81	NC(=S)N/N=C/c1cc2c(cc1[N+](=O)[O-])OCO2	0
82	O=C(NCCc1ccccc1)C1C(c2ccccc2)=C1c1ccccc1	7
83	O=C(Nc1ccc(F)cc1)Nc1cccc(NC(=O)Nc2ccc(F)cc2)c1	3
84	O=C(NCc1ccco1)C1CC(=O)N(c2ccc(Br)cc2)C1 (stereo unspecified)	-4
85	CNS(=O)(=O)c1ccc(N/C=C(\C=O)c2nc3cc(Cl)ccc3o2)cc1	7
86	CN(C)c1nc(N(C)C)nc(N2CC(=O)N(c3ccccc3)C2=N)n1	1
87	O=C(NCCCn1ccnc1)C(O)(c1ccccc1)c1ccccc1	2
88	O=C(CCCOc1ccccc1)Nc1cccc(Br)c1	11
89	COc1ccc(/C=C2\C=C(c3ccc(C)cc3)OC2=O)cc1[N+](=O)[O-]	2
90	COc1ccc(C(=O)Nc2cccc(NC(=O)c3ccc(F)cc3)c2)cc1Br	1
91	COc1ccc(/C=C/C(=O)NCCSc2ccccn2)cc1	11
92	Cc1cccc(C(=O)N/N=C/c2ccc(OCC(=O)N3CCCCC3)cc2)c1	0
93	CCOc1ccc(/C=C2\C(=O)NC(=O)N(c3cccc(Cl)c3)C2=O)cc1Cl	0
94	O=C(NCCOc1ccccc1F)c1cccs1	-3
95	O=C(Nc1ccc(-c2nc3ccccc3c(=O)o2)cc1)c1ccccc1F	4
96	Cc1ccc(NC(=O)CSc2ccc(Cl)cc2Cl)cc1	19
97	COc1cc(/C=N/Nc2nncc(=O)[nH]2)ccc1O	11
98	CC(C)(C)NC(=O)CC12CC3CC(C1)CC(CC(=O)NC(C)(C)C)(C3)C2	4
99	Cc1nc(N)sc1-c1csc(Nc2ccc(S(N)(=O)=O)cc2)n1	13
100	CC(=O)N1N=C(c2ccccc2)CC1c1ccc([N+](=O)[O-])cc1 (stereo unspecified)	9

Along the list, quoted from above.
ER stress surv for entries 77 to 83 → -4, 25, 7, -3, 0, 7, 3

New compounds follow
nr	SMILES	ER stress surv
101	N#C/C(=C\c1ccc(Cl)cc1)c1nn(CCO)c(N)c1C#N	-12
102	Cc1ccc(S(=O)(=O)N(Cc2ccccc2)c2ccccc2C(=O)NCc2cccnc2)cc1	30
103	Cc1ccc(N/C=C2/CNC(=O)NC2=O)cc1	10
104	COc1cc(/C=C2\SC(N3CCCC3)=NC2=O)cc(OC)c1OC	5
105	CCC1CCc2c(sc3nc(SCC(=O)NCCc4ccccc4)n(-c4ccccc4)c(=O)c23)C1 (stereo unspecified)	25
106	CCn1cc(C(=O)NN)c(=O)c2cc(F)c(N3CCOCC3)cc21	-6
107	COc1ccc(C(=O)/C=C/Nc2ccccc2O)cc1	24
108	CCOC(=O)c1ccc(NC(=O)COc2ccc3ccccc3c2)cc1	9
109	CCCCNCCOCCOc1ccc(OC)cc1	-2
110	O=C(Nc1cc(Cl)ccc1C(=O)O)c1cccs1	4
111	C/C=N/N=C1/NC(=O)C(CC(=O)Nc2ccc(Cl)c(Cl)c2)S1 (stereo unspecified)	2
112	CC(=O)NS(=O)(=O)c1ccc(NC(=O)c2c(C)c(-c3ccccc3)nc3ccccc23)cc1	4
113	CCC1=NN2C(=N)/C(=C/c3ccc(OCc4ccc(Br)cc4)c(OC)c3)C(=O)N=C2S1	1
114	COc1ccc(N2C(=O)C3C4c5ccccc5C(C)(c5ccccc54)C3C2=O)cc1 (stereo unspecified)	6
115	O=C(N/N=C\c1cc([N+](=O)[O-])ccc1N1CCOCC1)c1ccccn1	-4
116	COC(=O)c1cn(C(=O)c2ccco2)c2ccccc12	-6
117	COC(=O)CN1C(=O)/C(=C\c2ccc(Br)cc2)SC1=S	4
118	Cc1ccc(C(=O)Nc2c(C(=O)N3CCC(C(N)=O)CC3)cnn2-c2ccccc2)cc1	-4
119	O=P(CCN1CCOC1c1cccnc1)(c1ccccc1)c1ccccc1 (stereo unspecified)	0
120	COc1ccc(C(=O)/C=C/Nc2cccc(C)c2)cc1	-7
121	O=C(Cc1ccccc1)Nc1cccc(-c2nc3ccccc3c(=O)o2)c1	10
122	Cc1cc(Br)cc(/C=N/NC(=O)c2cncc(Br)c2)c1O	3
123	CC(=O)Nc1cccc(-c2nnc(-c3cccc(NC(C)=O)c3)o2)c1	3
124	CN(C)CCCNC(=O)CN(c1cccc(Cl)c1)S(=O)(=O)c1ccccc1	-6
125	CCn1c2ccccc2c2cc(NC(=O)c3cccc(C)c3)ccc21	6
126	COC(=O)C1=C(C)N(C)C(C)=C(C(=O)OC)C1c1ccccc1Cl	3
127	O=C(NN1C(=O)/C(=C/c2ccc(Cl)cc2Cl)SC1=S)c1ccccc1O	13
128	Cc1ccc(C(C)C)c(OCC(=O)Nc2ccc(NC(=O)c3ccccc3Cl)cc2)c1	1
129	CC(C)(C)c1ccc(C(c2ccccc2)C2([N+](=O)[O-])C(=O)c3ccccc3C2=O)cc1 (stereo unspecified)	1
130	Cc1ccc(N(CC(=O)Nc2ccc(Oc3ccccc3)cc2)S(C)(=O)=O)cc1Cl	0
131	O=C1C(Nc2ccccc2)=CC(c2ccc(F)cc2)N1c1ccccc1 (stereo unspecified)	3
132	COC(=O)c1ccc(-c2ccc(/C=c3/sc4nc5ccccc5n4c3=O)o2)cc1	14
133	CC1(C)CC(NC(=O)C(=O)Nc2ccccc2)CC(C)(C)N1	-1

From PubChem BioAssay

The list is partial; rates above refer to the full screens.
